Bioassay records deposited in PubChem by several laboratories.
PMI inhibition: human PMI inhibitors, high substrate, primary screen, biochemical, fluorescence intensity, high mannose 6-phosphate (AID 1220). Mannose-6-phosphate isomerase (Homo sapiens). recombinant PMI enzyme, coupled fluorescence intensity; higher % means a stronger effect. inhibition, % at 20 µM, or IC50 in µM where a hit was titrated. hit rate 0.66% among 190,000
PhoP inhibition: inhibitors of PhoP regulon expression, primary screen, Salmonella Typhimurium, GFP reporter (AID 1863); S. Typhimurium PhoP-regulated promoter GFP reporter, 4 h; higher % means a stronger effect; inhibition, % at 50 µM; hits with a dose series show IC50 in µM; hit rate 0.16% among 300,000;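 active = inhibition over 29.93%, a cutoff 3 SD above the screen mean, later confirmed by dose response; inconclusive = inhibition over 29.93% but no dose response follow-up; inactive = inhibition at most 29.93% or unconfirmed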;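 note: 0% = low Mg2+ inducing control and 100% = high Mg2+ repressing control; strong numbers were not always called active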
RSV CPE inhibition: RSV antiviral activity via CPE protection, HEp-2 cells, primary 10 µM value included (AID 2391) | HEp-2 cells, RSV-induced CPE inhibition; higher % means a stronger effect | one-dose CPE inhibition, % at 10 µM; IC50 in µM for titrated hits | hit rate 0.13% among 310,000; in the data active = a potency from the dose series; inconclusive = CPE inhibition mostly from about 23% at the one dose, without a potency; inactive = the rest, 99 in 100 with CPE inhibition below about 21%; note: strong numbers were not always called active
Large T inhibition: SV40 large T antigen inhibitors, biochemical (AID 1903) | hit rate 0.39% among 310,000 | inhibition, % at 20 µM, or IC50 in µM where a hit was titrated | SV40 large T antigen ATPase/helicase inhibition assay; higher % means a stronger effect; in the data active = a potency from the dose series; inconclusive = inhibition mostly from about 32% at the one dose, without a potency; inactive = the rest, 99 in 100 with inhibition below about 32%; note: strong numbers were not always called active
West Nile virus CPE: West Nile virus antiviral activity, cell-based, CPE readout (AID 1621). West Nile virus-infected cells, CPE inhibition; higher % means a stronger effect. one-dose CPE inhibition, % at 10 µM; IC50 in µM for titrated hits. hit rate 0.02% among 290,000; in the data active = a potency from the dose series; inconclusive = CPE inhibition mostly from about 3.7% at the one dose, without a potency; inactive = the rest, 99 in 100 with CPE inhibition below about 2.2%; note: strong numbers were not always called active
CSM14.1 death rescue: rescue of cells from ER stress-induced death, primary screen, 384-well, CSM14.1, thapsigargin, ATP luminescence (AID 1222). CSM14.1 thapsigargin-induced death rescue, ATP luminescence; higher % means a stronger effect. cellular ATP content (survival), % at 20 µM, or EC50 in µM where a hit was titrated. 190,000 tested, under 10 active;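 active = EC50 below 50 µM in the dose-response confirmation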;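 note: death triggered by thapsigargin at about 15 µM added after 2 h compound pretreatment; cell ATP read after overnight thapsigargin exposure of roughly 18 to 22 hours; normalized against plate controls of thapsigargin alone and 5% DMSO vehicle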
human PMI inhibition: inhibitors of human PMI, primary screen, biochemical, fluorescence intensity, coupled assay (AID 1209); inhibition, % at 20 µM; hits with a dose series show IC50 in µM; purified PMI enzyme, coupled fluorescence intensity; higher % means a stronger effect; hit rate 0.42% among 190,000; Mannose-6-phosphate isomerase (Homo sapiens);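 note: plate controls were DMSO vehicle for no effect and wells lacking substrate for full effect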
TNAP activation fold: human TNAP enzyme activators, primary screen, biochemical, luminescent, no phosphate acceptor, uHTS (AID 1001) | Alkaline phosphatase, tissue-nonspecific isozyme (Homo sapiens) | purified TNAP, luminescent activation assay, no phosphate acceptor; higher activation fold means a stronger effect | one-dose activation fold at 20 µM; EC50 in µM for titrated hits | hit rate 0.03% among 200,000; in the data active = activation fold from about 3, or a potency from the dose series; inactive = the rest, 99 in 100 with activation fold below about 1.6; note: many of its hits are not listed in these tables
Ins promoter up: insulin promoter activators in MIN6 cells, imaging, high-content screening, mouse beta cells | z-score at 5 µM | MIN6 insulin promoter-GFP reporter; hits give high values | AID 1625, 2009 | hit rate 0.3% among 190,000;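 active = z-score above 3 at 5 µM with at least 500 cells counted in the well; inconclusive = wells under 500 cells, flagged as cytotoxic or low count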
Ins promoter up cell count: recorded beside Ins promoter up, whose call it bears; cell count; measured here: cytotoxicity, nuclei count;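 total cells summed across four imaged fields per well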
* = called active by the depositor; u = inconclusive; x = not tested or not shown. Cut-off read from the data, not from the text of the source, unless noted: active = inhibition above about 50%; inactive = the rest.

Below each SMILES: TNAP activation fold	West Nile virus CPE	CSM14.1 death rescue	PhoP inhibition	Ins promoter up cell count	RSV CPE inhibition	Ins promoter up	Large T inhibition	human PMI inhibition	PMI inhibition
CCN(CC(=O)Nc1cccc(C(C)=O)c1)S(=O)(=O)c1ccccc1
    1	-0.8%	-1.1%	-4%	1289	-0.6%	1.4	4%	0%	-13%
Cc1ccc(NC(=O)CSc2nnc([C@H](C)NC(=O)OC(C)(C)C)o2)c(C)c1
    x	0.8%	x	12%	898	0.9%	0.36	10%	x	x
COCCNC(=O)CNC(c1ccccc1)c1ccccc1
    0.9	-0.1%	-5.2%	-11%	957	3.6%	-0.25	9%	-17%	-12%
CCC(C)N(C)Cc1cccc(C2(O)CCN(S(=O)(=O)c3ccc(F)cc3)CC2)c1 (stereo not given)
    1.2	-1.2%	-0.8%	-2%	1216	-2.1%	-0.28	-3%	1%	1%
N#Cc1c(NCCN)nc(-c2ccco2)c2c1CCCC2
    1.2	1.8%	-2.1%	13%	x	-0.7%	x	1%	8%	7%
CCCCCc1nc2c(=O)n(C)c3ccccc3c2o1
    1	-0.1%	-1.4%	1%	1371	0.7%	-0.19	10%	7%	3%
COc1ccc(CNC(=O)C2CCN(S(=O)(=O)N3CCCCC3)CC2)cc1
    x	1.9%	x	-7%	x	1.8%	x	8%	x	x
Cc1ccc(S(=O)(=O)N(c2ccc(Br)cc2)C2C=CS(=O)(=O)C2)cc1 (stereo not given)
    1	-1.0%	-0.7%	2%	1444	2.8%	0.02	4%	6%	3%
CCOC(=O)Cn1c2c(c(-c3ccccc3OC)cc1=O)CCCC2
    1.1	0.1%	-0.9%	1%	x	3.1%	x	2%	4%	1%
Cc1cc(C)c(S(=O)(=O)n2nc(C)c(Br)c2C)c(C)c1
    1.1	-0.1%	-0.9%	-7%	1245	2.1%	-0.17	5%	-22%	-7%
Nc1c(SCCC(=O)O)ccc2c1C(=O)c1ccccc1C2=O
    x	0.1%	x	8%	x	21%	x	23%	x	x
COc1ccc(C(=O)CSc2nnnn2Cc2ccccc2)cc1
    1	0.8%	0.0%	-6%	1170	0.4%	0.59	2%	3%	-1%
Cc1c(CNC(=O)C2CC2)c(-n2cccc2)n(Cc2ccccc2)c1C
    1.1	-0.6%	x	-1%	945	0.5%	0.25	9%	-18%	-7%
O=C1CC(N(C(=O)c2ccco2)c2ccc(F)cc2)C(=O)N1c1ccc(F)cc1 (stereo not given)
    1.1	0.0%	-1.1%	-5%	x	0.6%	x	23%	5%	2%
C[C@H](NC(=O)C1CCN(S(=O)(=O)c2ccccc2)CC1)C(=O)NCc1ccccn1
    x	0.0%	x	5%	x	0.6%	x	-2%	x	x
c1coc(Cn2c(-c3ccco3)nc3ccccc32)c1
    1.1	-0.1%	1.3%	9%	1416	0.1%	-0.24	18%	7%	18%
CN(C)/C=C1/C=C(C=O)OC1=O
    x	0.4%	x	3%	1345	2.6%	0.29	22%	x	x
C=C(C)CNC(=S)N/N=C/c1ccco1
    x	-0.1%	x	x	902	1.1%	-0.14	14%	x	x
COc1ccc(C2C(C#N)=C(N)N(N(C)C)C3=C2C(=O)CC(C)(C)C3)cc1 (stereo not given)
    x	-0.6%	x	8%	x	0.5%	x	-3%	x	x
Cc1ccc(/C=N/NC(=O)C[n+]2ccccc2)o1
    1.1	-0.2%	0.2%	-13%	1275	2.5%	0.37	11%	-7%	0%

Molecules above containing bromine, in the order listed:
Below each SMILES: TNAP activation fold	West Nile virus CPE	CSM14.1 death rescue	PhoP inhibition	Ins promoter up cell count	RSV CPE inhibition	Ins promoter up	Large T inhibition	human PMI inhibition	PMI inhibition
Cc1ccc(S(=O)(=O)N(c2ccc(Br)cc2)C2C=CS(=O)(=O)C2)cc1 (stereo not given)
    1	-1.0%	-0.7%	2%	1444	2.8%	0.02	4%	6%	3%
Cc1cc(C)c(S(=O)(=O)n2nc(C)c(Br)c2C)c(C)c1
    1.1	-0.1%	-0.9%	-7%	1245	2.1%	-0.17	5%	-22%	-7%

Going on with the list.
Below each SMILES: TNAP activation fold	West Nile virus CPE	CSM14.1 death rescue	PhoP inhibition	Ins promoter up cell count	RSV CPE inhibition	Ins promoter up	Large T inhibition	human PMI inhibition	PMI inhibition
CCN(CC(=O)NC1CCS(=O)(=O)C1)C(=O)COc1ccccc1-c1ccccc1 (stereo not given)
    x	0.3%	x	-7%	x	0.3%	x	-1%	x	x
CC(=O)C(C)Oc1ncn(-c2ccccc2)n1 (stereo not given)
    1	0.3%	2.0%	10%	1241	x	0.01	2%	3%	2%
Cc1c(NN=C(C#N)C#N)c(=O)n(-c2ccccc2)n1C
    1.1	0.2%	-0.2%	-5%	1231	-0.2%	1.4	13%	-56%	-86%
COC(=O)C1=C(C)NC(=O)/C1=C\c1cc(C)n(-c2ccccc2)c1C
    1	0.2%	0.4%	6%	1126	1.2%	-0.58	27%	-16%	14%
Cc1ccc(N2C(=O)CC(Nc3ccc(Cl)c(S(=O)(=O)N(C)C)c3)C2=O)c(C)c1 (stereo not given)
    1.1	-0.2%	-0.8%	6%	1264	3.3%	-0.46	9%	6%	3%
CCOCCCNC(=O)c1c(C)c(C(=O)OCC)n(C)c1C
    1.1	0.5%	-2.7%	-2%	1833	-0.2%	1.3	4%	9%	7%
O=C1/C(=C/c2cccnc2)SC(=S)N1CCc1ccccc1
    x	0.4%	x	-13%	1058	1.2%	-0.16	6%	x	x
COCCn1c(N)c(N(Cc2ccccc2)C(=O)c2ccc(C#N)cc2)c(=O)[nH]c1=O
    1.1	0.8%	-0.2%	8%	1111	0.4%	0.11	5%	-9%	14%
C/C=C\C=C/C(=O)Nc1cccc(C2=NOC3(C2)C[C@@H](C(N)=O)N(C(=O)[C@H]2CCC(=O)N2)C3)c1 (stereo not given in full)
    x	1.0%	x	-5%	x	1.9%	x	13%	x	x
Cc1ccccc1Oc1ncnc2oc(-c3ccccc3)cc12
    1.1	0.7%	-1.3%	2%	1391	4.6%	0.29	9%	4%	3%
O=P(Cc1nnco1)(c1ccccc1)c1ccccc1
    1.1	0.1%	2.7%	9%	973	-0.4%	0.18	8%	-8%	-7%
S=c1[nH]nc(-c2cc(-c3ccccn3)nc3ccccc23)o1
    x	0.4%	x	-10%	1049	-0.2%	-0.09	12%	x	x
COc1ccc(C(C(=O)NCCC(C)C)N(CCO)C(=O)c2snc(C(N)=O)c2N)cc1OC (stereo not given)
    x	-0.8%	x	-5%	x	0.2%	x	14%	x	x
CCc1cc2cc(C)ccc2nc1SCC(=O)NC1CCCC1
    x	-0.9%	x	10%	x	2.1%	x	2%	x	x
O=C(Nc1ccc(C(=O)c2ccc(C(=O)O)c(C(=O)O)c2)cc1)c1ccccc1
    x	-0.3%	x	-5%	x	1.2%	x	2%	x	x
CCC(=O)c1ccc(OCC(O)Cn2c(C)nc3ccccc32)cc1 (stereo not given)
    1	-0.7%	1.7%	-2%	1072	1.1%	-2.6	3%	15%	16%
O=C(O)/C=C\C(=O)NC1CCCCC1
    1.1	0.5%	0.4%	8%	1220	0.5%	-0.09	9%	-8%	-1%
CCOC(=O)c1sc(NC(=O)CNCc2cccnc2)c(C(=O)OCC)c1C
    1.1	-0.3%	1.0%	-10%	1347	2.8%	-1.2	-3%	4%	-3%
CN1C(=O)/C(=C\c2ccc(-c3ccccc3)o2)SC1=S
    0.8	-0.5%	-1.6%	1%	1524	2.9%	1.8	22%	-13%	24%
CCCNCc1cc(Cl)c(OCC)c(Cl)c1
    1.1	-0.5%	1.4%	5%	x	1.3%	x	7%	-7%	-6%

The results go on:
Below each SMILES: TNAP activation fold	West Nile virus CPE	CSM14.1 death rescue	PhoP inhibition	Ins promoter up cell count	RSV CPE inhibition	Ins promoter up	Large T inhibition	human PMI inhibition	PMI inhibition
CC(C)COc1cccc(C(=O)NC2(C)CCS(=O)(=O)C2)c1 (stereo not given)
    x	-0.8%	x	11%	x	1.8%	x	15%	x	x
CCCCN(CC)C(=O)CSc1nc2n[nH]c(C)c2c(=N)n1-c1cccc(C)c1
    1.4	x	-1.4%	0%	1028	u	-1.2	12%	16%	12%
Cc1ccc(-c2nc(CS(=O)CC(=O)NCCN3CCCCC3C)c(C)o2)cc1 (stereo not given)
    x	-0.2%	x	-6%	x	0.3%	x	16%	x	x
CCC(=O)Nc1cc(C(C)(C)C)ccc1C(C)=O
    1	-0.1%	-3.2%	-1%	1241	0.7%	-0.2	-10%	7%	-1%
Cc1ccc(N2C(=O)CS/C2=N\C(=S)Nc2ccccc2)cc1
    x	-0.2%	x	-7%	991	-1.1%	0.41	20%	x	x
Cc1cc(C)c(C#N)c(SCC(=O)Nc2ccc(S(=O)(=O)Nc3ncccn3)cc2)n1
    x	0.4%	x	3%	x	0.9%	x	2%	x	x
O=C1NC(=Nc2ccccc2Cl)S/C1=C\c1cccc([N+](=O)[O-])c1
    x	-1.9%	x	-8%	x	13%	x	9%	x	x
CC(C)(C)C(=O)Nc1cc(S(=O)(=O)Nc2ccc(Cl)cc2)ccc1Cl
    1.1	-1.8%	-1.4%	20%	1330	12%	0.4	4%	12%	2%
CCOc1ccccc1-c1noc(CCC(=O)Nc2cccnc2)n1
    x	-0.3%	x	-1%	x	1.0%	x	11%	x	x
CN(CC(=O)Nc1ccc(Cl)cc1)Cc1cc(=O)n2ccsc2n1
    1.1	-0.1%	x	10%	1234	2.5%	1.5	14%	-7%	6%
Cc1cc(Cl)cc2c(N=Nc3ccccc3C(=O)O)c(O)[nH]c12
    x	2.0%	x	-8%	x	16%	x	11%	x	x
CC(C)N1CCC(=NNC(=O)c2ccccc2[N+](=O)[O-])CC1
    1	-0.3%	-2.0%	2%	1375	1.4%	0.57	6%	-5%	-2%
CC(C)CNS(=O)(=O)c1cc2c3c(c1)CC(=O)N3CCC2
    x	-0.2%	x	2%	x	1.9%	x	0%	x	x
O=C1CC(c2cccc(F)c2)SC(N(c2ccccc2)c2ccccc2)=N1 (stereo not given)
    1.1	-0.2%	-0.6%	-19%	1615	2.1%	0.75	-2%	4%	1%
COc1cccc(C2(O)CCN(C(=O)Cc3cccnc3)CC2)c1
    1.1	0.2%	-0.4%	5%	1478	0.6%	0.11	5%	0%	1%
O=C(CSc1ccsc1[N+](=O)[O-])N1CCCCCC1
    0.8	-0.5%	0.4%	5%	x	-1.2%	x	3%	-11%	-4%
CCOC(=O)c1cnc(SCC(=O)Nc2ccc(NC(=O)CC)c(OC)c2)nc1N
    1.1	0.2%	-1.4%	-8%	1806	1.7%	-0.54	8%	3%	3%
Cc1cc(=O)oc(C)c1C(=O)Nc1cccc2nonc12
    1	0.2%	-0.5%	-8%	1613	-0.6%	0.08	10%	-5%	10%

The order is random, and some 1.5% of all compounds hit somewhere here.
